Assay outcomes (PubChem BioAssay)
NPR1 activator = GC-A (human) enzyme activation. P16066. HEK293 GC-A cells, cGMP TR-FRET, EC30 ANP; 0% at EC30 ANP, 100% saturating ANP. activation, % at 10 µM. actives 0.14% (n = 370,000). AID 1671463; in the data active means activation above about 40%
ssDAF12 agonist = S. stercoralis DAF-12 activation, primary screen; HEK293 ssDAF-12/GRIP1 lit1-tk-luc reporter, luminescence; % of 3 µM dafachronic acid response; activation, % at 6.8 µM; actives 1% (n = 370,000);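 active means activation above the mean over all tested compounds plus 3 SD, cut at about 0.9% in these data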;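 further: 0% = DMSO-only wells and 100% = 3 µM delta7-dafachronic acid wells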
HGIII-sPLA2 inh = Inhibits HGIII-sPLA2 liposome hydrolysis, primary screen; Q9NZ20; QFRET BODIPY PC-A2 liposome hydrolysis, fluorescence; inhibition, % at 12.2 µM; actives 0.56% (n = 370,000);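 active means inhibition above mean plus 3 SD of compounds lying within the high and low control bounds, cut at about 19% in these data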;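 further: 0% = median of test compound wells and 100% = no enzyme DMSO wells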
DAX1 inh-1 = NR0B1 (DAX1) inhibition; P51843; AID 504766; actives 0.99% (n = 340,000); HEK293 Gal4-DAX1 luciferase reporter, luminescence; inhibition, % at 6.75 µM;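 active means inhibition above the mean over all tested compounds plus 3 SD, cut at about 4.2% in these data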;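 further: 0% = DAX1-transfected cells with DMSO and 100% = empty-vector control cells with DMSO; inhibition shows as a rise in luminescence from relieved DAX1 repression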
Target sequence (P51843 207-470 limits assumed): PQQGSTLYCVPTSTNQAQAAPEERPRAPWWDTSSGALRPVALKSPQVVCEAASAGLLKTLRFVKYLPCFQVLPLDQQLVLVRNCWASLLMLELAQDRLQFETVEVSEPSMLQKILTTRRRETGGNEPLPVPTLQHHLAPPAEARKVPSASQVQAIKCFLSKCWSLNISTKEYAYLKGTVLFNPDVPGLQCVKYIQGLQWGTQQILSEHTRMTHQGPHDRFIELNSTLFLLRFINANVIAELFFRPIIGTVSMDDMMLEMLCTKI
hcDAF-12 act = activates DAF-12 receptor from parasite H. contortus; activation, % at 6.8 µM; HEK293 hcDAF-12 lit1-tk-luc reporter, luminescence; 0% DMSO, 100% Δ7-dafachronic acid; actives 1.4% (n = 370,000);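 active means activation above the mean of all tested compounds plus 3 SD, cut at about 5.5% in these data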;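 further: 100% = response to 3 µM Δ7-dafachronic acid high control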
hgDAF-12 ag = hgDAF-12 agonism, primary luciferase screen. HEK293 GAL4-hgDAF12 UAS-luciferase reporter, agonist luminescence; normalized to butyrate control. activation, % at 6.8 µM. actives 1.8% (n = 370,000);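 active means activation above a cutoff set at the mean of all screened compounds plus 3 SD, cut at about 10% in these data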;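 further: 0% = DMSO wells and 100% = sodium butyrate wells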
GC-B act = GC-B (human) receptor activation; P20594; AID 1920062; activation, % at 10 µM; HEK293-GC-B cells, CNP EC30, cGMP TR-FRET; 0% at EC30 CNP, 100% saturating CNP; actives 0.11% (n = 370,000);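 active means activation at 10 µM reaching about 35% in either raw or pattern-adjusted values, limit read from the data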
ADAM10 inh = ADAM10 inhibition, QFRET primary screen; O14672; actives 0.62% (n = 370,000); recombinant ADAM10, EDANS/DABCYL FRET peptide cleavage, 3 h; inhibition, % at 7 µM;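 active means inhibition above a per-campaign cutoff equal to the mean of compounds falling between control-based bounds plus 3 SD, cut at about 20% in these data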;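 further: 0% = DMSO wells while the 100% control is not disclosed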
Target sequence (O14672 214-748 limits assumed): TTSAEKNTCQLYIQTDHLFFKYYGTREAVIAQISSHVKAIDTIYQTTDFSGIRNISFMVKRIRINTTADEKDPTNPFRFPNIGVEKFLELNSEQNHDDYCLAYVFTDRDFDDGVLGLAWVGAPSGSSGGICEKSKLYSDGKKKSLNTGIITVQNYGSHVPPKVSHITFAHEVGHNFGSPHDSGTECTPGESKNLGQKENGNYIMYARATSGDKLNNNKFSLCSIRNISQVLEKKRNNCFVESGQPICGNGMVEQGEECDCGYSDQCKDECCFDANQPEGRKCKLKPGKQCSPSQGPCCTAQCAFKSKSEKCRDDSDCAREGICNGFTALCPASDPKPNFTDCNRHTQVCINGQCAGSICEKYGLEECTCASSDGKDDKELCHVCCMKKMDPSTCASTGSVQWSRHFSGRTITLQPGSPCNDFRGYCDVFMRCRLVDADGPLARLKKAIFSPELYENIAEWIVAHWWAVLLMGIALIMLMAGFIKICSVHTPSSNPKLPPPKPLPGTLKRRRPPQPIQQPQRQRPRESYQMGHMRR
DAX1 inh-2 = DAX1 (NR0B1) inhibition, primary screen | AID 652010 | HEK293T StAR-luciferase reporter, SF-1/DAX-1 repression relief | actives 1.1% (n = 370,000) | inhibition, % at 6.8 µM;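 active means inhibition above the mean over all tested compounds plus 3 SD, cut at about 3.6% in these data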;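 further: 0% = DAX-1 cells with DMSO and 100% = cells lacking DAX-1 with DMSO; higher inhibition means more luminescence from relief of DAX-1 repression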
GAA850 FXN act = activators of GAA850 frataxin (FXN) promoter. HEK293 lucGAA850 FXN promoter luciferase reporter, 24 h; percent of 10 µM SAHA response. activation, % at 6 µM. actives 0.56% (n = 360,000). AID 540364;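 active means activation above the average of all compounds screened plus 3 SD, cutoff fixed separately per campaign, cut at about 7.5% in these data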;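 further: 0% = DMSO wells and 100% = 10 µM SAHA wells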
SMARCA2 act = increases SMARCA2 function in MMTV reporter cells; actives 1% (n = 370,000); activation, % at 9.1 µM; MG213 cells, MMTV-luciferase reporter, dexamethasone, overnight; AID 652017; in the data active means activation above about 7.8%;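 further: 0% = vehicle wells and 100% = reference activator wells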
* = called active by the depositor.

How did COc1ccc(OCC(=O)Nc2ccc(NC(=O)c3cccs3)cc2)cc1 do in these assays?
NPR1 activator: -3; ssDAF12 agonist: -1.4; HGIII-sPLA2 inh: 0; DAX1 inh-1: -0.2; hcDAF-12 act: 0.9; hgDAF-12 ag: -2.2; GC-B act: -8; ADAM10 inh: 7; DAX1 inh-2: -0.5; GAA850 FXN act: -1.2; SMARCA2 act: 0

What do the screens show for `CC(=O)Nc1ccc(S(=O)(=O)Nc2nccs2)cc1`?
NPR1 activator: 3; ssDAF12 agonist: -1.3; HGIII-sPLA2 inh: 4; DAX1 inh-1: 0.7; hcDAF-12 act: -1.0; hgDAF-12 ag: 0.4; GC-B act: 4; ADAM10 inh: -1; DAX1 inh-2: -0.4; GAA850 FXN act: 0.7; SMARCA2 act: -2

What do the screens show for `CCn1c(SCC(=O)N(C)C2CCCCC2)nc2cc(S(N)(=O)=O)ccc21`?
NPR1 activator: -4; ssDAF12 agonist: -1.2; HGIII-sPLA2 inh: -8; DAX1 inh-1: 1.4; hcDAF-12 act: -0.3; hgDAF-12 ag: -2.8; GC-B act: -8; ADAM10 inh: 4; DAX1 inh-2: -1.1; GAA850 FXN act: -0.8; SMARCA2 act: -3

Results for CC(=O)c1c(C)[nH]c(C(=O)Nc2c(C)n(C)n(-c3ccccc3)c2=O)c1C ?
NPR1 activator: -2; ssDAF12 agonist: 0.0; HGIII-sPLA2 inh: 2; DAX1 inh-1: -0.9; hcDAF-12 act: 2.6; hgDAF-12 ag: 2.8; GC-B act: 2; ADAM10 inh: 3; DAX1 inh-2: -0.1; GAA850 FXN act: -0.2; SMARCA2 act: -1

What do the screens show for `CCOC(=O)C1C2C=CC3(CN(Cc4ccco4)C(=O)C13)O2` (stereo not given)?
NPR1 activator: 3; ssDAF12 agonist: -1.2; HGIII-sPLA2 inh: 5; DAX1 inh-1: -0.8; hcDAF-12 act: 0.0; hgDAF-12 ag: 0.2; GC-B act: 1; ADAM10 inh: -2; DAX1 inh-2: 0.2; GAA850 FXN act: 1.7; SMARCA2 act: -3

Results for Cc1ccc(C(=O)N/C(=C/c2ccc(N(C)C)cc2)C(=O)NCC2CCCO2)cc1 (stereo not given) ?
NPR1 activator: -2; ssDAF12 agonist: -1.0; HGIII-sPLA2 inh: 0; DAX1 inh-1: -0.6; hcDAF-12 act: 0.4; hgDAF-12 ag: -0.5; GC-B act: -1; ADAM10 inh: -2; DAX1 inh-2: 0.0; GAA850 FXN act: 2.4; SMARCA2 act: -3

Results for COc1ccccc1N1CCN(C(=O)/C=C/c2ccco2)CC1 ?
NPR1 activator: 0; ssDAF12 agonist: -0.4; HGIII-sPLA2 inh: 7; DAX1 inh-1: 1.7; hcDAF-12 act: -2.3; hgDAF-12 ag: 1.7; GC-B act: 1; ADAM10 inh: 6; DAX1 inh-2: 0.3; GAA850 FXN act: 3.0; SMARCA2 act: 0

Results for CC12CN(NC(=O)c3ccc(Cl)cc3)C3(C#N)CC1CCC23C (stereo not given) ?
NPR1 activator: 0; ssDAF12 agonist: -1.5; HGIII-sPLA2 inh: -1; DAX1 inh-1: -0.4; hcDAF-12 act: 0.3; hgDAF-12 ag: -2.6; GC-B act: 1; ADAM10 inh: -2; DAX1 inh-2: 0.0; GAA850 FXN act: -0.3; SMARCA2 act: -3

Results for COc1ccc(S(=O)(=O)N2CCN(Cc3cc(OC)c(OC)cc3OC)CC2)cc1 ?
NPR1 activator: 4; ssDAF12 agonist: -0.5; HGIII-sPLA2 inh: 13; DAX1 inh-1: 1.7; hcDAF-12 act: -0.4; hgDAF-12 ag: -4.1; GC-B act: -6; ADAM10 inh: 1; DAX1 inh-2: 0.0; GAA850 FXN act: 1.8; SMARCA2 act: -4

Results for CCCc1nc2ccc(Br)cn2c1Cc1ccccc1OC ?
NPR1 activator: -5; ssDAF12 agonist: -1.4; HGIII-sPLA2 inh: 5; hcDAF-12 act: -1.4; hgDAF-12 ag: -0.7; GC-B act: -4; ADAM10 inh: -21; DAX1 inh-2: -2.0; SMARCA2 act: -5

How did CCCc1cc(=O)[nH]c(Nc2ccc(Cl)cc2)n1 do in these assays?
NPR1 activator: -2; ssDAF12 agonist: -1.4; HGIII-sPLA2 inh: -11; DAX1 inh-1: 0.4; hcDAF-12 act: -0.8; hgDAF-12 ag: -0.1; GC-B act: -1; ADAM10 inh: -1; DAX1 inh-2: -0.4; GAA850 FXN act: 1.7; SMARCA2 act: -2

Results for COc1ccc(NC(=O)[C@@H](NC(=O)c2ccccc2F)C(C)C)cc1S(=O)(=O)N1CCOCC1 ?
NPR1 activator: 2; ssDAF12 agonist: -1.1; HGIII-sPLA2 inh: -7; DAX1 inh-1: 0.5; hcDAF-12 act: -1.1; hgDAF-12 ag: -1.1; GC-B act: 0; ADAM10 inh: -35; DAX1 inh-2: -0.8; GAA850 FXN act: -0.7; SMARCA2 act: -2

Results for CC(=O)C1=C(O)C(=O)N(c2cccc(C(=O)O)c2)C1c1ccccc1F (stereo not given) ?
NPR1 activator: 1; ssDAF12 agonist: -1.6; HGIII-sPLA2 inh: 2; DAX1 inh-1: 1.4; hcDAF-12 act: -1.5; hgDAF-12 ag: 0.9; GC-B act: 10; ADAM10 inh: -35; DAX1 inh-2: 0.6; GAA850 FXN act: -1.1; SMARCA2 act: -2

How did Cc1ccc(C(=O)NC2CC3CCCC(C2)N3Cc2ccccc2)cc1 (stereo not given) do in these assays?
NPR1 activator: -4; ssDAF12 agonist: 0.0; HGIII-sPLA2 inh: -1; DAX1 inh-1: 1.3; hcDAF-12 act: 3.2; hgDAF-12 ag: 2.1; GC-B act: -2; ADAM10 inh: 12; DAX1 inh-2: 0.2; GAA850 FXN act: 0.0; SMARCA2 act: 0

Results for Cc1cccc(OCC(=O)NCC(=O)n2nc(C)cc2C)c1 ?
NPR1 activator: -2; ssDAF12 agonist: -0.9; HGIII-sPLA2 inh: 2; DAX1 inh-1: 2.8; hcDAF-12 act: -0.1; hgDAF-12 ag: 1.1; GC-B act: -7; ADAM10 inh: 7; DAX1 inh-2: -0.7; GAA850 FXN act: -1.5; SMARCA2 act: -2

Results for CCC(=O)c1ccc(O)c(OC)c1 ?
NPR1 activator: 7; ssDAF12 agonist: -0.8; HGIII-sPLA2 inh: 11; DAX1 inh-1: 1.8; hcDAF-12 act: 0.1; hgDAF-12 ag: -3.5; GC-B act: 6; ADAM10 inh: -22; DAX1 inh-2: 0.5; GAA850 FXN act: 1.2; SMARCA2 act: -4

What do the screens show for `COc1cc2c(cc1OC)-c1nncn1C(C)(C)C2`?
NPR1 activator: 4; ssDAF12 agonist: -1.0; HGIII-sPLA2 inh: 5; DAX1 inh-1: 2.8; hcDAF-12 act: -0.8; hgDAF-12 ag: -0.7; GC-B act: 7; ADAM10 inh: -4; DAX1 inh-2: -0.2; GAA850 FXN act: 0.4; SMARCA2 act: 0

Results for Cc1noc(C)c1CSCC(=O)Nc1nnc(CC(C)C)s1 ?
NPR1 activator: 1; ssDAF12 agonist: -1.0; HGIII-sPLA2 inh: -2; DAX1 inh-1: -0.2; hcDAF-12 act: -0.1; hgDAF-12 ag: -0.4; GC-B act: 3; ADAM10 inh: 6; DAX1 inh-2: -0.3; GAA850 FXN act: 0.0; SMARCA2 act: -2

How did COc1ccc(/C(N)=N/OC(=O)CCCc2ccccc2)cc1OC do in these assays?
NPR1 activator: 3; ssDAF12 agonist: -0.1; HGIII-sPLA2 inh: -1; DAX1 inh-1: -0.3; hcDAF-12 act: -2.0; hgDAF-12 ag: 2.9; GC-B act: 3; ADAM10 inh: 4; DAX1 inh-2: 0.5; GAA850 FXN act: 3.6; SMARCA2 act: 2

What do the screens show for `Cc1ccc(N(C(=O)Cn2nnc(-c3ccc(F)cc3)n2)C(C(=O)NC(C)(C)C)c2ccncc2)cc1` (stereo not given)?
NPR1 activator: 3; ssDAF12 agonist: -1.1; HGIII-sPLA2 inh: -3; DAX1 inh-1: -0.3; hcDAF-12 act: 0.9; hgDAF-12 ag: -1.2; GC-B act: -6; ADAM10 inh: 1; DAX1 inh-2: -0.1; GAA850 FXN act: -0.5; SMARCA2 act: -1

Results for COc1ccc(C2/C=C\CN3CCC[C@H]3C(=O)N2Cc2ccc(F)cc2)cc1 (stereo not given in full) ?
NPR1 activator: -1; ssDAF12 agonist: -1.5; HGIII-sPLA2 inh: -7; DAX1 inh-1: -1.1; hcDAF-12 act: -1.8; hgDAF-12 ag: 3.7; GC-B act: -7; ADAM10 inh: -7; DAX1 inh-2: -1.5; GAA850 FXN act: -0.8; SMARCA2 act: -1

Results for CC1CC(C)CN(C(=O)c2ccc3ccccc3c2)C1 (stereo not given) ?
NPR1 activator: 0; ssDAF12 agonist: -1.4; HGIII-sPLA2 inh: -1; DAX1 inh-1: -0.8; hcDAF-12 act: -0.5; hgDAF-12 ag: -0.9; GC-B act: 0; ADAM10 inh: 6; DAX1 inh-2: -1.3; GAA850 FXN act: 1.0; SMARCA2 act: 2

Results for COc1cccc(/C=C/C(=O)OCC(=O)Nc2nnc(-c3ccccc3)o2)c1OC ?
NPR1 activator: -5; ssDAF12 agonist: -1.4; HGIII-sPLA2 inh: -10; DAX1 inh-1: -1.6; hcDAF-12 act: -1.0; hgDAF-12 ag: -1.1; GC-B act: 0; ADAM10 inh: -5; DAX1 inh-2: 1.7; GAA850 FXN act: 0.9; SMARCA2 act: 2

Results for CC(=O)c1cc2c(cc1N/C(=N/S(=O)(=O)c1ccccc1)c1ccc(Cl)cc1)OCO2 ?
NPR1 activator: -3; ssDAF12 agonist: 1.6*; HGIII-sPLA2 inh: -4; DAX1 inh-1: 0.3; hcDAF-12 act: 4.2; hgDAF-12 ag: 0.8; GC-B act: -4; ADAM10 inh: -3; DAX1 inh-2: -0.4; GAA850 FXN act: 3.3; SMARCA2 act: -2

Results for CCCCCCSc1cc(C)nc2ncnn12 ?
NPR1 activator: 2; ssDAF12 agonist: -1.7; HGIII-sPLA2 inh: 14; DAX1 inh-1: 0.6; hcDAF-12 act: -2.0; hgDAF-12 ag: -0.7; GC-B act: 1; ADAM10 inh: -11; DAX1 inh-2: -1.7; GAA850 FXN act: -1.0; SMARCA2 act: -7

What do the screens show for `Cc1ccc(NC(=O)Nc2ccnc(-c3cccnc3)n2)cc1`?
NPR1 activator: 11; ssDAF12 agonist: -1.5; HGIII-sPLA2 inh: 6; DAX1 inh-1: 0.1; hcDAF-12 act: 1.2; hgDAF-12 ag: 5.3; GC-B act: 15; ADAM10 inh: -5; DAX1 inh-2: -0.7; GAA850 FXN act: -3.0; SMARCA2 act: -2
